PAFAH2 FP inh: PAFAH2 enzyme inhibitors, primary screen, biochemical, fluorescence polarization, human; Platelet-activating factor acetylhydrolase 2, cytoplasmic (Homo sapiens), Q99487; recombinant PAFAH2, FP-rhodamine activity probe; inhibition, % at 3.39 µM; 340,000 compounds, 0.99% hits;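 active = inhibition above the mean over all tested compounds plus 3 SD, cut at about 30% in these data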;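 also: inhibitors block probe labeling of enzyme so polarization drops; 0% = enzyme with DMSO and 100% = wells lacking PAFAH2 protein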
ZTA DNA inh: ZTA (EBV) inhibition in EBNA-1 counter-screen | ZTA-DNA binding, fluorescence polarization | inhibition, % at 11 µM | 320,000 compounds, 0.15% hits | AID 2234; in the data active = inhibition above about 33%
LYPLA2 inh: LYPLA2 inhibitors, primary screen, counter-screen for PME1 inhibitor project, biochemical, fluorescence polarization, FP-Rh probe ABPP | Acyl-protein thioesterase 2 (Homo sapiens), O95372 | 320,000 compounds, 0.38% hits | AID 2177, 2009 | inhibition, % at 5.9 µM | recombinant LYPLA2;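 active = inhibition above the screen-wide mean plus 3 SD, limit set per campaign, cut at about 26% in these data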;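 also: 0% = LYPLA2 with DMSO and 100% = wells lacking LYPLA2 enzyme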
PAD4 inh: human PAD4 inhibitors, primary screen, biochemical, fluorescence polarization, 1536-well format. Protein-arginine deiminase type-4 (Homo sapiens), Q9UM07. recombinant PAD4, RCA probe fluorescence polarization. inhibition, % at 6.36 µM. 330,000 compounds, 0.41% hits. AID 485272, 2010;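 active = percent inhibition above a cutoff equal to the mean of all tested compounds plus 3 SD, cut at about 15% in these data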;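 also: 0% = PAD4 with RCA probe and DMSO and 100% = probe without PAD4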
EBNA-1 inhibitor: EBNA-1 DNA-binding inhibitors, primary screen, biochemical, fluorescence polarization | inhibition, % at 14.8 µM | 300,000 compounds, 0.34% hits; in the data active = inhibition above about 28%
LYPLA1 counter: LYPLA1 inhibitors, primary screen, counter-screen for PME1 inhibitor project, biochemical, fluorescence polarization, FP-Rh probe ABPP; Acyl-protein thioesterase 1 (Homo sapiens), O75608; recombinant LYPLA1; inhibition, % at 5.9 µM; 320,000 compounds, 0.16% hits; AID 2174, 2009;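 active = inhibition above the mean of all tested compounds plus 3 SD, set per campaign, cut at about 14% in these data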;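 also: inhibitors block serine hydrolase probe labeling of LYPLA1 so polarization falls; 0% = enzyme with DMSO and 100% = wells lacking LYPLA1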
PAFAH1B3 inh: PAFAH1B3 enzyme inhibitors, primary screen, biochemical, fluorescence polarization, human; AID 492972, 2010; 340,000 compounds, 0.28% hits; inhibition, % at 3.39 µM; Platelet-activating factor acetylhydrolase IB subunit alpha1 (Homo sapiens), Q15102; recombinant PAFAH1B3, FP-rhodamine probe;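 active = inhibition above the screen-wide average of all tested compounds plus 3 SD, cut at about 25% in these data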;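 also: 0% = enzyme with DMSO only and 100% = wells lacking PAFAH1B3 protein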
Target sequence (Q15102 whole entry, looked up): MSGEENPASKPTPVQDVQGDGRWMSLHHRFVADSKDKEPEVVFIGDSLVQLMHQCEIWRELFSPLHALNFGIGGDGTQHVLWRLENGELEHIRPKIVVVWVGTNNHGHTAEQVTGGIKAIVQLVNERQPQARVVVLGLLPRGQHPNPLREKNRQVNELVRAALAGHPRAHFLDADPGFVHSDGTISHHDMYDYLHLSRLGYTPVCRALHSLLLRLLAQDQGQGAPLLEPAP
PREPL inh: PREPL enzyme inhibitors, primary screen, biochemical, fluorescence polarization. Prolyl endopeptidase-like (Homo sapiens), Q4J6C6. recombinant PREPL, fluorescence polarization activity-based probe. inhibition, % at 5.96 µM. 320,000 compounds, 0.68% hits. AID 2751, 2010; in the data active = inhibition above about 43%;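 also: 0% = enzyme with DMSO and 100% = wells lacking enzyme; many of its hits are not listed in these tables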
Target sequence (Q4J6C6 whole entry, looked up): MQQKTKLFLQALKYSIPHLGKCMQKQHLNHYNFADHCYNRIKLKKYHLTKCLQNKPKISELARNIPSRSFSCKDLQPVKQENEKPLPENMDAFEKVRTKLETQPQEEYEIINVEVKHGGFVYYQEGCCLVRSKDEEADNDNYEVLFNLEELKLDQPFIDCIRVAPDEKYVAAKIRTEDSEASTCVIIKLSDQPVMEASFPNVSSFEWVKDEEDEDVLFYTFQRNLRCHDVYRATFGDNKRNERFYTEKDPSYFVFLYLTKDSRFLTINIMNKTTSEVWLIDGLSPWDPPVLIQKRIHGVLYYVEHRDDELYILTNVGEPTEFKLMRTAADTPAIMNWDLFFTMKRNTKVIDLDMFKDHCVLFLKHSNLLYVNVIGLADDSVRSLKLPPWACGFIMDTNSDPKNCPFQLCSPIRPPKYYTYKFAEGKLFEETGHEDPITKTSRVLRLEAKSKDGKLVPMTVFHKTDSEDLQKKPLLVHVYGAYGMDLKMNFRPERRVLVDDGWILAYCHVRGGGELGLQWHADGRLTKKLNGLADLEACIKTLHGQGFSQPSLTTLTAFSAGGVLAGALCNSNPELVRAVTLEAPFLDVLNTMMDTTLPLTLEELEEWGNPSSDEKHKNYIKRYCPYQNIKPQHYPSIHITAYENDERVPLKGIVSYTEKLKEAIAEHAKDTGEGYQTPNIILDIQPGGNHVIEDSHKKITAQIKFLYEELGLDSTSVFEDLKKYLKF
GSTO1 counter: inhibitors of recombinant GSTO1, primary screen, counter-screen for RBBP9 inhibitor project, biochemical, fluorescence polarization; inhibition, % at 5.96 µM; AID 1974, 2009; 300,000 compounds, 1.1% hits; Glutathione S-transferase omega-1 (Homo sapiens), P78417; activity-based probe fluorescence polarization;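 active = inhibition above the campaign mean inhibition plus 3 SD, cut at about 35% in these data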;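 also: 0% = GSTO1-1 with DMSO and 100% = wells lacking GSTO1-1 enzyme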
* = called active by the depositor; · = no result given. Not all compounds are listed; count on the stated rates, not on these rows.

SMILES	PAFAH2 FP inh	ZTA DNA inh	LYPLA2 inh	PAD4 inh	EBNA-1 inhibitor	LYPLA1 counter	PAFAH1B3 inh	PREPL inh	GSTO1 counter
CC1CCCC(C)N1C(=O)CSc1nc(N)c(-c2ccccc2)c(=O)[nH]1 (stereo not drawn)	0	-9	1	-3	-13	3	5	-9	6
Cc1ccc(S(=O)(=O)N2CCC(C(=O)N3CCCC3C(=O)N[C@@H](CC(C)C)C(=O)NCC(N)=O)CC2)cc1 (stereo partly drawn)	3	21	6	-1	6	4	2	11	10
CC[C@H]1CN2CCc3cc(OC)c(OC)cc3[C@@H]2C[C@@H]1C[C@H]1NCCc2cc(OC)c(OC)cc21	-6	6	6	-3	15	1	3	17	1
COc1ccc(N2CCN(C(=O)c3ccc4c(=O)n(CCc5ccc(OC)c(OC)c5)c(=O)[nH]c4c3)CC2)cc1	-2	2	-2	-5	6	2	5	-2	-3
CC(C)N1CC(C(=O)Nc2ccc(C#N)cc2)CC1=O (stereo not drawn)	4	2	7	-6	-16	4	11	9	-2
CCCN(CCC)C(=O)Cn1c(=O)n(CCCCCC(=O)Nc2ccccc2)c(=O)c2sccc21	3	-1	-8	5	-5	-3	0	8	0
Cc1ccc(Cl)cc1NC(=O)CN1CCN(S(=O)(=O)N2CCC(C)CC2)CC1	-1	-6	-2	5	-8	-1	6	0	0
CCCCNC(=O)Oc1cccc(N2CCCC2=O)c1	2	-2	3	1	-3	1	5	9	14
Cc1c(C(=O)NNS(=O)(=O)c2ccccc2)sc(=S)n1C	7	10	-4	-2	-3	-7	2	3	-8
Clc1ccc(-c2noc(CN3CCOCC3)n2)cc1	·	13	-2	-1	5	-1	·	-1	4
O=C(CCS(=O)(=O)c1ccccc1)NCCS(=O)(=O)c1ccccc1	-3	-2	3	1	11	4	5	12	-7
C=CCOC(=O)C1=C[C@H](c2cn(C(C)=O)c3ccccc23)[C@@H](CCCO)[C@H](OCC)O1	3	-11	4	1	5	5	1	37	-1
CCOc1ccccc1-c1nc(-c2cc3ccccc3nc2OC)no1	-7	-3	-17	-4	-1	-11	0	-1	-12
COc1cccc(/C=N/NC(=O)c2ccccc2NC(=O)c2ccco2)c1OC	2	-23	-4	1	0	-2	5	16	7
Cc1ccc(S(=O)(=O)NNC(=S)Nc2cccc(C)c2C)cc1	-2	-3	7	-1	7	2	-3	5	7
COc1cc(CN(C)C(C)C(=O)Nc2ccc([N+](=O)[O-])cc2Cl)ccc1OC(F)F (stereo not drawn)	-7	8	2	-4	3	1	8	5	-2
Cn1c(SCCCC(=O)c2ccccc2)nnc1-c1ccncc1	-1	-1	7	1	-8	-2	5	22	-2
CC(=O)c1ccc(S(=O)(=O)NC2CC(=O)N(c3ccc(C)c(C)c3)C2)cc1 (stereo not drawn)	2	-28	5	1	-1	0	1	5	7
CCOCCOC(=O)COC(=O)c1ccccc1NC(=O)c1ccccc1	13	16	5	-4	-3	1	-3	-4	-5
O=C(COc1cccc(NC(=O)c2cccs2)c1)c1ccc(F)cc1	-5	-4	-9	3	-8	-13	3	-19	-9
CCc1nc2ccc(C(=O)NCCCN3CCN(c4ccccc4F)CC3)cc2nc1CC	8	23	-4	-2	3	-1	5	26	2
COc1ccccc1/C=C/C(=O)NCCC1=CCCCC1	-6	16	-2	5	7	1	7	5	2
CCCc1cc(C(=O)Nc2cc(OC)c(Cl)cc2OC)no1	3	1	1	-2	11	-2	5	-9	1
CCCS(=O)(=O)N1CCN=C1SCc1ccc(F)cc1	-2	-15	-7	2	4	-1	8	0	4
COC(=O)Nc1nc2ccc(SC(C)C)cc2[nH]1	2	0	-3	-3	6	0	-1	-9	2
NC(=O)C1(S(=O)(=O)c2ccccc2)CCCCC1	-2	-2	-5	3	-6	-4	1	-4	2
O=C(c1ccc2c(c1)OCCO2)C1CCN(C(=O)c2ccc(F)c(F)c2)CC1	1	17	0	-4	6	8	7	-9	3
O=C(CSc1nnc2ccccn12)Nc1cccc(S(=O)(=O)N2CCOCC2)c1	-2	1	-1	2	7	2	2	-3	5
O=c1ccc2ccc(Oc3ccc(Cl)cc3[N+](=O)[O-])cc2o1	1	-2	32*	0	-7	11	-1	14	0
CC(NCc1ccc(S(N)(=O)=O)cc1)C(=O)N1c2ccccc2CC1C (stereo not drawn)	2	10	0	-2	1	6	-1	2	-5
O=C(Cc1cccs1)NNC(=O)c1ccc(F)cc1	8	7	-3	-1	7	-2	-2	-5	3
O=C(CC1CCCCC1)NCc1nc(-c2ccccc2)no1	3	-7	9	0	4	-2	9	12	5
CCN(C(=O)COC(=O)CNS(=O)(=O)c1ccc(SC)c([N+](=O)[O-])c1)C1CCCCC1	-2	2	9	5	0	5	7	30	-3
Cc1cc(=O)n2c3ccccc3n(CC(O)CN3CCCCC3)c2c1C#N (stereo not drawn)	8	-1	-6	-1	4	-2	15	-6	2
O=C1c2ccccc2S(=O)(=O)N1CCS(=O)(=O)c1ccc(F)cc1	0	-21	13	3	-4	3	-1	17	-2
Cc1cccc(CN2CCN(C(=O)c3cccc4ccccc34)CC2)c1	-2	-10	-2	6	-6	-3	8	5	6
O=C(Nc1nc(-c2ccccc2Cl)cs1)c1cccnc1	-19	-9	-16	-20	3	-13	-7	16	-3
CC(=O)Nc1ccc(NC(=O)COc2cccc3c2OC(C)(C)C3)cc1	8	-5	0	-6	-7	-2	6	-11	-1
CC(C)(C)OC(=O)N[C@@H](Cc1c[nH]c2ccccc12)c1nnc(SCC(N)=O)o1	5	-10	9	-2	-3	3	0	18	-3
C[C@H](CO)N1C[C@H](C)[C@@H](CN(C)S(=O)(=O)c2ccccc2)Oc2c(NC(=O)CCC(F)(F)F)cccc2C1=O	-1	·	·	3	·	·	7	5	·

Some entries already given, reduced to PAFAH2 FP inh:
| mol | PAFAH2 FP inh |
| --- | --- |
| CC(=O)Nc1ccc(NC(=O)COc2cccc3c2OC(C)(C)C3)cc1 | 8 |
| CC(C)(C)OC(=O)N[C@@H](Cc1c[nH]c2ccccc12)c1nnc(SCC(N)=O)o1 | 5 |

Carrying on:
SMILES	PAFAH2 FP inh	ZTA DNA inh	LYPLA2 inh	PAD4 inh	EBNA-1 inhibitor	LYPLA1 counter	PAFAH1B3 inh	PREPL inh	GSTO1 counter
Cc1nc([N+](=O)[O-])nn1C12CC3CC(CC(Cl)(C3)C1)C2	0	7	6	1	-6	-2	5	-2	2
Cc1cc(C(=O)CN2C(=O)NC(c3ccccc3)(c3ccccc3)C2=O)c(C)n1Cc1ccccc1	-5	12	-9	-2	-10	-6	-7	-12	-12
O=C(COC(=O)c1ccccc1F)c1ccc(-n2nncc2-c2ccco2)cc1	9	1	5	1	9	-2	4	5	10
Cc1oc2cc3oc(=O)c(CCC(=O)N4C[C@H]5C[C@@H](C4)c4cccc(=O)n4C5)c(C)c3cc2c1C	2	-10	0	2	1	0	7	31	-6
Cc1cccc(-n2c(CNC(=O)c3ccc(S(=O)(=O)N4CCCC4)cc3)n[nH]c2=S)c1	0	-7	-1	2	1	-1	4	0	8
O=C(CS(=O)(=O)c1ccc(F)cc1)N1CCN(c2ccccc2)CC1	-2	-2	2	-2	9	1	5	-1	-3
Cc1cc(C)n2nc(SCc3ccccc3)nc2n1	4	-2	3	0	-6	0	9	-3	-4
CN1/C(=C/C2CC(=O)N(c3cccc4ccccc34)C2=O)C(C)(C)c2ccccc21 (stereo not drawn)	-28	14	-4	-24	-1	-1	-17	3	2
CCn1c(=O)cc(C(=O)OC)sc1=Nc1ccc(F)c(F)c1	-2	-13	7	3	-10	1	7	-4	4
O=c1c2ccccc2nc(-c2cccs2)n1-c1ccc2ccccc2c1	-2	-11	-5	8	-5	-6	0	-7	2
COC(=O)c1ccc2c(c1)sc(=NC(=O)CCS(=O)(=O)c1ccccc1)n2C	-4	0	-1	0	2	2	7	-15	-7
Fc1ccccc1COc1ccc(Br)cc1CNCc1ccncc1	3	4	27*	6	1	-4	4	-11	10
Cc1cc(C)nc(SCCCn2c(=O)[nH]c3ccccc32)n1	-2	1	7	3	2	8	3	-8	7
Cc1cccc(C2c3[nH]c4ccccc4c3CCN2C(=O)c2cc(CC(C)C)[nH]c(=O)n2)n1 (stereo not drawn)	4	-20	1	-3	-5	3	3	19	14
O=C(CSc1nnc(NC(=O)C2CCC2)s1)Nc1ccccc1F	-3	-4	-5	-1	1	0	5	-4	1
O=C(COc1ccccc1Cc1ccccc1)NCCCN1CCOCC1	-4	-1	2	-2	-5	-2	-1	10	15
Cc1cc(C)cc(N(CC(=O)NC2CCCC2)C(=O)CCC(=O)Nc2cc(C)on2)c1	-1	-4	0	2	-4	1	1	-2	-1
Cc1ccc(Nc2nnc(SCC(=O)Nc3cc(C(=O)O)ccc3C)s2)c(C)c1	3	-8	6	3	-9	1	-7	7	-1
CCc1cccc(C)c1NC(=O)c1ccc2nc(N3CCOCC3)sc2c1	9	18	4	-1	-7	1	2	-7	4
Cc1cnc(C(=O)OCC(=O)NC(C)C)cn1	1	-1	-3	-4	9	-3	5	5	9
C[n+]1c(-c2ccccc2)sc([S-])c1-c1ccccc1	·	17	0	7	-6	1	·	57*	-5
Cc1cc(C)c(C#N)c(SCC(=O)c2cc(C)n(CCc3ccccc3)c2C)n1	0	2	-1	-2	-11	-5	-9	-13	-11
Cc1cc(C)c(S(=O)(=O)NCc2cccnc2)c(C)c1	0	-2	1	2	2	3	10	25	4
COc1ccccc1NC(=O)c1nnn(Cc2ccccc2)c1NC(=O)C(F)(F)F	-2	-13	11	4	-1	-2	3	-3	2
CC(c1ccccc1)N1CC(C(=O)NC2CCCC2)CC1=O (stereo not drawn)	-6	-1	12	0	5	2	12	12	2
CCOc1ccc(/C=C2\C(=O)c3ccccc3OC2c2ccccc2)cc1 (stereo not drawn)	-8	-4	1	0	1	1	-4	18	-3
CCOC(=O)C(Sc1nnc2c3ccccc3n(CC)c2n1)C(=O)OCC	-3	-3	-1	0	-1	0	14	-6	1
Cc1c(Cl)ccc2sc(NC(=O)c3ccco3)nc12	1	-4	-9	-1	-5	-15	5	-56	-11
CC(=O)C1C(c2ccc(Br)cc2)c2c(noc2C)CC1(C)O (stereo not drawn)	4	1	1	-2	3	1	3	4	9
O=c1[nH]cc(NCCNc2ncc(C(F)(F)F)cc2Cl)c(=O)[nH]1	12	4	-2	3	4	0	4	-5	1
COc1ccc(Cl)cc1NC(=O)NCCN1CCNC1=O	2	10	1	0	-1	-2	-2	0	9
CCCc1nc(N)nc2c1C(=O)CC(C)(C)C2	8	11	-5	1	-1	2	4	4	7
CC(=O)c1c(C)[nH]c(C(=O)OCc2c(F)cccc2Cl)c1C	-1	5	-1	1	16	4	4	-10	-7
O=C(CN(Cc1ccc(Cl)cc1)C(=O)CN1C(=O)COc2ccccc21)NC1CCCC1	12	-23	-16	3	-11	-4	3	-1	0

Exported field by field: part of the list above.
Cc1c(Cl)ccc2sc(NC(=O)c3ccco3)nc12
  PAFAH2 FP inh = 1
  ZTA DNA inh = -4
  LYPLA2 inh = -9
  PAD4 inh = -1
  EBNA-1 inhibitor = -5
  LYPLA1 counter = -15
  PAFAH1B3 inh = 5
  PREPL inh = -56
  GSTO1 counter = -11

CC(=O)C1C(c2ccc(Br)cc2)c2c(noc2C)CC1(C)O (stereo not drawn)
  PAFAH2 FP inh = 4
  ZTA DNA inh = 1
  LYPLA2 inh = 1
  PAD4 inh = -2
  EBNA-1 inhibitor = 3
  LYPLA1 counter = 1
  PAFAH1B3 inh = 3
  PREPL inh = 4
  GSTO1 counter = 9
